SENP8 inh: SENP8 (human) protease inhibition. inhibition, % at 20 µM. recombinant SENP8, Nedd8 substrate fluorescence. Q96LD8. AID 602440. 360,000 compounds, 0.64% hits; in the data active = inhibition mostly above about 40%, no sharp cut-off; inactive = mostly below about 27%
Target sequence (Q96LD8 whole entry, looked up): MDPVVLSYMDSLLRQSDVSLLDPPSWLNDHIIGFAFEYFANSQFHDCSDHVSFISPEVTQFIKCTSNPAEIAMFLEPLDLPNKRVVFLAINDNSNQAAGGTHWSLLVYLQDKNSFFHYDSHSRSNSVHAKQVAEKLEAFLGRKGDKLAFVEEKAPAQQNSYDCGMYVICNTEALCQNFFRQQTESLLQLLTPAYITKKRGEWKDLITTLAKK
SENP1 inh: inhibitors of human SENP1 SUMO protease catalytic domain. 360,000 compounds, 0.21% hits. Q9P0U3. recombinant SENP1 catalytic domain, CyPet-SUMO1-YPet FRET cleavage. inhibition, % at 10 µM;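 active = inhibition at least 30% at 10 µM, raw YFP signal under a set limit, fluorescence ratio 0.5 to 1.5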;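 note: 0% = enzyme with DMSO and 100% = no enzyme wells; some results filed as inactive read as strong as hits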
Target sequence (Q9P0U3 419-644 limits assumed): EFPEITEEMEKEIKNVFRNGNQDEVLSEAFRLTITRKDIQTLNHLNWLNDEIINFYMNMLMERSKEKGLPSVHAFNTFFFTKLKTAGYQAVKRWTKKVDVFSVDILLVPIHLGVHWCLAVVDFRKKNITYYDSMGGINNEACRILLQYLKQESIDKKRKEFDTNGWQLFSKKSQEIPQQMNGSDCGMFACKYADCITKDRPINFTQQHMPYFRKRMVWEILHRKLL
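Test system: recombinant human SENP1 catalytic domain, His6-tagged / Medium: pH 8 Tris buffer with EDTA, NaCl, BME, BSA, NP40, catalase / Also added: SUMO1 FRET substrate flanked by Cypet and Ypet, 25 nM / Times: 50 min reaction at room temperature / Signal: FRET, CFP and YFP emission / Control set: no-enzyme low control and enzyme-plus-DMSO high control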
An asterisk follows results filed as active; i = inactive.

Value order – SENP8 inh	SENP1 inh
- COc1cc(/C=C(\C#N)c2nc3ccccc3s2)ccc1OCC(=O)Nc1ccccc1
  -213	-24
- COC(=O)[C@@]12C[C@@H](CC(=O)NCC3CCCCC3)C(=O)N(Cc3ccccc3)C1=CCC(C)(C)C2
  21	-4
- Cc1c(C(=O)NCc2ccc3c(c2)OCO3)sc(=O)n1Cc1ccc(S(C)(=O)=O)cc1
  3	-2
- COc1cc(N=Nc2cccc(S(N)(=O)=O)c2)c2ccccc2c1N
  18	48*
- CCOC(=O)/C=C1/SCC(=O)N1CC(=O)Nc1ccc2c(c1)CCC2
  12	0
- O=[N+]([O-])c1ccc2c(c1)C(=NO)c1cc(F)ccc1-2
  0	1
- COCCCN1C(=O)C(CC(=O)NCC2CCCCC2)CC(C(=O)N(C)C)=C1C (configuration not stated)
  4	0
- CC1=C(C(=O)N2CCOCC2)CC(CC(=O)NCc2cccc3ccccc23)C(=O)N1Cc1ccc(F)cc1 (configuration not stated)
  16	3
- COC(=O)c1ccc(CC2(C)C(=O)Nc3ccc(OC(F)(F)F)cc32)o1 (configuration not stated)
  -14	2
- CC(C)(C)S(=O)(=O)N1C[C@@H]2CC/C=C\C/C(c3ccccc3)=C\2[C@H]1CCO
  12	2
- CSc1nc(N)n2nccc2n1
  0	-16
- CN(C)S(=O)(=O)c1ccc(N)c([N+](=O)[O-])c1
  19	5
- CCC12CCC3c4ccc(O)cc4CCC3C1CC(O)C2O (configuration not stated)
  14	0
- Cc1ccc(NC(=O)c2ncn(CCCNCc3ccccc3)n2)cc1C
  -2	1
- CC(=O)Nc1cccc(-c2ccnc3c2CC(C)(C(=O)NCc2ccncc2)O3)c1 (configuration not stated)
  4	0
- Cc1c(C(=O)NCc2cccc([N+](=O)[O-])c2)sc(=O)n1Cc1ccc(F)cc1
  10	-1
- CC(=O)N(C)[C@H]1C[C@@H](c2ccccc2)N(C(C)=O)C[C@H]1CO
  11	2
- O=c1ccn(C2CCCO2)c(=O)[nH]1 (configuration not stated)
  16	2
- COc1ccc(C(=O)OCC(=O)NC2CC2)cc1
  3	2
- COc1ccc(N2CCN(C(=O)C(=O)c3cc(OC)c4ccccc4c3)CC2)cc1
  6	6
- O=C(O)C(=Cc1ccc([N+](=O)[O-])cc1)CCc1ccccc1
  18	3
- O=C(Nc1ccc(F)cc1)C(c1cccc(F)c1)N1CCN(c2cccc(C(F)(F)F)n2)CC1 (configuration not stated)
  -21	0
- Cc1onc(-c2c(F)cccc2Cl)c1C(=O)OCC(=O)N(C)c1ccccc1
  8	1
- COc1ccc(S(=O)(=O)N2CCOCC2)cc1NC(=O)c1ccc(S(=O)(=O)N2CCCCC2)cc1
  12	-1
- O=[N+]([O-])c1cc(CSC2=NCCN2)ccc1O
  11	1
- CCc1ccc(OC2(C)CCN(Cc3ccccc3OC(F)F)C2)cc1 (configuration not stated)
  4	1
- CC1(Oc2ccc(CC#N)cc2)CCN(Cc2ccc(-n3ccnc3)cc2)C1 (configuration not stated)
  24	0
- COc1ccc2c(CN3CCCCC3)cc(=O)oc2c1
  -356	-1
- Cc1cccc(-c2cnc(C(O)c3ccc(Cl)cc3C)[nH]2)c1 (configuration not stated)
  4	1
- O=S1(=O)C[C@@H](N2CCN(c3ccccc3)CC2)[C@H](COCc2ccccc2)N1
  27	1
- CC(C)Cc1nnc(NC(=O)c2ccc(-n3cncn3)c([N+](=O)[O-])c2)s1
  -2	2
- COc1cccc(C(=O)NCCCNc2nc3cc(C)cc(C)c3cc2C#N)c1
  -425	-140
- O=C(CCCc1ccncc1)c1ccccc1
  -3	4
- O=C(CSC1=NCCS1)N1N=C(c2cccs2)CC1c1ccc(F)cc1 (configuration not stated)
  -423	-1
- Cc1ccc(C)c(CC(=O)N2CCCC(c3cc(C(=O)NCc4ccccc4)no3)C2)c1 (configuration not stated)
  13	2
- Cn1c(=O)c2c(n(C)c1=O)n(C)c(=O)n2C
  -9	-3
- CC(=O)N(C(C)=O)c1ncn(C)c1S(=O)(=O)Nc1ccccc1
  3	-1
- O=C1c2ccccc2C(=O)N1CCC(=O)N1CCc2ccccc21
  2	0
- CCCN1CCN(CCCNC(=O)CN2C(=O)COc3ccc(C(C)(C)C)cc32)CC1
  17	-1
- O=C(Nc1ccc(S(=O)(=O)N2CCCC2)cc1)C1CC(=O)N(CCc2ccccc2)C1 (configuration not stated)
  9	0
- COCCNC(=O)/C(C#N)=C1\N=C(NC(=O)c2ccco2)c2ccccc21
  16	-3
- COc1ccc(CCN2C(=O)CCC2(C)c2nnnn2Cc2ccccc2)cc1OC (configuration not stated)
  17	0
- c1ccc2sc(N3CCCCC3)nc2c1
  5	1
- O=[N+]([O-])c1ccc(COc2ccccc2CN2CCCCC2)cc1
  16	1
- O=C1Nc2ccccc2C1=NN1CCCCCC1
  4	-2

Some of these compounds in order of molecular weight, rising:
Value order – SENP8 inh	SENP1 inh
- Cn1c(=O)c2c(n(C)c1=O)n(C)c(=O)n2C
  -9	-3
- COCCNC(=O)/C(C#N)=C1\N=C(NC(=O)c2ccco2)c2ccccc21
  16	-3
- O=C(CSC1=NCCS1)N1N=C(c2cccs2)CC1c1ccc(F)cc1 (configuration not stated)
  -423	-1
- O=C(Nc1ccc(S(=O)(=O)N2CCCC2)cc1)C1CC(=O)N(CCc2ccccc2)C1 (configuration not stated)
  9	0

The list continues.
Value order – SENP8 inh	SENP1 inh
- O=C(CSc1ccccc1)NC1CC1
  13	3
- OCC1OC(n2cnc3c(=S)nc[nH]c32)CC1O (configuration not stated)
  7	4
- CCOc1ccc(C(=O)Nc2cccc(NC(=O)c3cccs3)c2)cc1[N+](=O)[O-]
  11	3
- CCc1nc2ccc(C(=O)Nc3ccc(C(N)=O)cc3)cn2c1N(CCC(C)C)CCN(C)C
  5	-42
- O=C(NC1CCS(=O)(=O)C1)c1cc2c(=O)n3ccccc3nc2n1Cc1ccccc1 (configuration not stated)
  i	-44
- O=c1[nH]c(SCCc2ccccc2)nc2c1CCC2
  5	-1
- COc1ccc(CNC(=O)OC2CC3CC2[C@H]2CCCCN2C3=O)cc1 (some centres not stated)
  13	2
- CC(C)(C)OC(=O)N1CCC(C(=O)Nc2cccc(C(=O)N3CCCC3)c2)CC1
  16	-2
- Cc1cccc(NC(=O)CN2CCN(C(=O)CNC(=O)c3ccc(-c4ccccc4)cc3)CC2)c1C
  14	1
- CC(C)NC(=O)CN1CCN(C(c2cc3ccccc3o2)c2nnnn2C(C)(C)C)CC1 (configuration not stated)
  7	3
- CC1(C(=O)NS(=O)(=O)c2cccs2)CCN1C(=O)C1CCCCC1 (configuration not stated)
  3	1
- NCc1csc(Nc2cc(Oc3ccccc3)ncn2)n1
  14	-3
- COc1ccccc1NC(=O)CN1CCN(c2ccc(F)cc2)CC1
  9	0
- C[C@H](CO)N1C[C@H](C)[C@H](CN(C)C(=O)Cc2cccnc2)Oc2ncc(Br)cc2C1=O
  11	1
- NCCCNC(=S)NCCCN(Cc1ccc(Cl)cc1)c1ccc(Br)cn1
  6	0
- Cc1ccc(NC(=O)C2CCN(S(=O)(=O)c3ccc(C(C)(C)C)cc3)CC2)cc1S(=O)(=O)N1CCOCC1
  -2	3
- CNc1ccc2ncc(-c3ccccc3NC(C)=O)n2n1
  -478	2
- C[C@@H]1COc2cccc(N3CCC[C@@H]3CO)c2S(=O)(=O)N1
  4	0
- CCc1ccc(N(CC(=O)N2CCCC2)S(C)(=O)=O)cc1
  16	2
- Nc1c(OS(=O)(=O)c2ccccc2)cccc1OS(=O)(=O)c1ccccc1
  2	1
- CC[C@@H](NCCCn1ccc(NC(=O)OCc2ccccc2)nc1=O)c1ccccc1
  14	0
- CCOc1ccccc1C(=O)NC(C(=O)N(C)c1c(N)n(Cc2ccccc2)c(=O)[nH]c1=O)C(C)C (configuration not stated)
  -24	-7
- CCC(=O)N1Cc2cc(C(=O)NCC(F)(F)F)nc(-c3cccc(-c4cncnc4)c3)c2[C@@H]1CCO
  14	3
- NS(=O)(=O)c1ccc(NC(=O)c2ccc(-c3ccccc3)cc2)cc1
  -4	3
- COc1ccccc1C(=O)NNC(=O)c1ccc(O)cc1
  6	3
- CCOC(=O)[C@]12CCC=C1N(Cc1ccco1)C(=O)[C@H](CC(=O)NCc1ccc(OC)c(OC)c1)C2
  0	-4
- CC1=CN2C(c3cccc([N+](=O)[O-])c3)=NON(c3ccc(C)cn3)C2C=C1 (configuration not stated)
  10	-12
- CCc1nc2ccc(C(=O)N(C)Cc3ccccc3)cn2c1N(C)Cc1ccc(OC)cc1
  1	-3
- Cn1c(SCC(=O)Nc2ccc3nc(SCC(=O)N4CCCC4)sc3c2)nnc1-c1ccc(N)cc1
  -7	-4
- Cc1ccc(NC(=O)C(OC(=O)c2ccc(F)cc2)c2ccccc2)cc1Cl (configuration not stated)
  10	2

Entries listed above shown as hits in SENP1 inh:
mol | SENP1 inh
COc1cc(N=Nc2cccc(S(N)(=O)=O)c2)c2ccccc2c1N | 48*

(more compounds)
Value order – SENP8 inh	SENP1 inh
- CCOC(=O)N1CCN(C(=O)CSc2nnc(-c3cc(OC)ccc3OC)o2)CC1
  -144	1
- Cc1ccc(C)c(NC(=O)C2(C)CCN2C(=O)C(C)C)c1 (configuration not stated)
  9	-1
- C[C@H]1CN(c2ccc(Br)cc2)C(=O)[C@@H]1CC(=O)Nc1ccc(Br)cc1
  4	4
- C1=CC2(C=C1)OC21CCC2(C=CC3(C2)OC3C2CCCCC2)CC1 (configuration not stated)
  4	-1
- Cc1cc(Cl)ccc1-c1cc2nc(NCCCN(C)C)n(C)c(=O)c2s1
  -10	-1
- Cc1cccc(C)c1-n1nnnc1C(c1ccnc2ccccc12)N1CCN(C(=O)OCc2ccccc2)CC1 (configuration not stated)
  11	-2
- COC(=O)[C@]12CCCCC=C1N(Cc1ccccc1)C(=O)[C@H](CC(=O)NCc1cccs1)C2
  16	2
- CN(C)Cc1ccccc1Sc1cccc2ccccc12
  24	-1
- COCCN(C(=O)COC(=O)CCC1CCCCC1)c1c(N)n(Cc2ccccc2)c(=O)[nH]c1=O
  39	0
- O=CN1CCN(C=O)C(O)C1O (configuration not stated)
  8	-2
- CCOC(=O)C1=CCC(C(C)(C)C)N(S(=O)(=O)c2ccc(C)cc2)C1 (configuration not stated)
  10	0
- Cc1cnc(-c2nc3ccccc3n2C(C)C(=O)Nc2c(C)cccc2C)cn1 (configuration not stated)
  -268	2
- Cc1noc(C)c1S(=O)(=O)NC(=O)C1(C)CCN1C(=O)CC(c1ccccc1)c1ccccc1 (configuration not stated)
  29	1
- CC(=O)Nc1ccc(-c2ccnc3c2CC(C)(C(=O)Nc2cccc(C(C)=O)c2)O3)cc1 (configuration not stated)
  9	-1
- CN=c1scc(-c2ccccc2F)n1/N=C/c1ccc(O)c(O)c1O
  43*	12
- O=C(c1ccoc1)N1CCN(c2cc(-c3ccncc3)nc3cc(-c4cccc(Cl)c4)nn23)CC1
  -413	-50
- CCOC(=O)C(=O)Cc1cccnn1
  4	7
- Cc1cccc(C)c1NC(=O)C(c1ccccc1OC(F)(F)F)N1CCC(c2ccccc2)CC1 (configuration not stated)
  8	2
- COc1ccc(/C=C2\SC(=Nc3ccccc3Cl)NC2=O)c(OC)c1
  5	-5
- O=C1ON(Cc2ccccc2)C(c2ccccc2)N1c1ccccc1 (configuration not stated)
  5	3
- CCCCCC(=O)N1C[C@H](O)[C@@H](n2cc(COC(=O)c3ccccc3)nn2)C[C@@H]1c1ccc(C)cc1
  11	2
- CC(C)C[C@@H](CN1CCCC1CN1C(=S)NC[C@@H]1Cc1ccc(O)cc1)N1C[C@H](Cc2ccccc2)N(CCc2ccccc2)C1=S (some centres not stated)
  7	0
- O=C(O)c1cc2ccccc2cn1
  -6	0
- CSc1ccc(NC(=O)C2(C)CCN2C(=O)Cc2ccc(C(C)(C)C)cc2)cc1 (configuration not stated)
  12	-2
- Cc1ccc(S(=O)(=O)N2CCC(C(=O)OCC(=O)N3C(C)CCCC3C)CC2)cc1C (configuration not stated)
  28	0
- CCCCNc1nccnc1-c1cccc(C=O)c1
  i	-36
- CCOc1ccccc1OCCCC(=O)Nc1cc(S(=O)(=O)N2CCCCC2)ccc1C
  19	2
- CN(C)CCNc1ncnc2c1ncn2[C@H]1CN(Cc2ccc(-c3ccccc3)cc2)C[C@@H](CO)O1
  8	-2
- O=[N+]([O-])c1ccc(N2CCCC2)c([N+](=O)[O-])c1
  31	2
- c1ccc(CCNCc2ccco2)nc1
  -17	-19

Among those listed so far, these have a COOH group.
Value order – SENP8 inh	SENP1 inh
- O=C(O)C(=Cc1ccc([N+](=O)[O-])cc1)CCc1ccccc1
  18	3
- O=C(O)c1cc2ccccc2cn1
  -6	0

The list goes on:
Value order – SENP8 inh	SENP1 inh
- CC(=O)CC1c2cc(F)ccc2C=C(c2ccsc2)N1c1ccc(-c2ccc(C(N)=O)cc2)cc1 (configuration not stated)
  -380	-7
- COc1cc2c(cc1NC(=S)NC(=O)/C=C/c1ccc(OC)c(OC)c1)oc1ccccc12
  -94	0
- Cn1nccc1-c1coc2c(C(=O)N3CCOCC3)cccc12
  11	0
- CC12CCC(=O)C=C1CCC1C2C(O)CC2(C)C1CCC2(O)C(=O)COC(=O)COCC(=O)O (configuration not stated)
  0	0
- CC(=O)c1ccc2c(c1)CC1(C2)Cc2cc3c(cc2C1)C(=O)CC3 (configuration not stated)
  8	1

Assay outcomes (PubChem BioAssay)

A portion of the library (hit frequency here may not be typical).
